Screens from PubChem.
NFkB SMM – binders of NF-kB p50 subunit, primary screen, biochemical, small molecule microarray, anti-His fluorescence; anti-His fluorescence binding; 1.3% of 17,000 active; calls only; AID 624139, 2012;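 active means spot fluorescence over background significantly raised, with a chance value under 7% in all four replicate spots of the compound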;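 further: probe protein is his-tagged human p50 processed subunit at 1 µg/ml; raw spot fluorescence signals with no normalization applied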
Target sequence (P19838 1-433 limits assumed): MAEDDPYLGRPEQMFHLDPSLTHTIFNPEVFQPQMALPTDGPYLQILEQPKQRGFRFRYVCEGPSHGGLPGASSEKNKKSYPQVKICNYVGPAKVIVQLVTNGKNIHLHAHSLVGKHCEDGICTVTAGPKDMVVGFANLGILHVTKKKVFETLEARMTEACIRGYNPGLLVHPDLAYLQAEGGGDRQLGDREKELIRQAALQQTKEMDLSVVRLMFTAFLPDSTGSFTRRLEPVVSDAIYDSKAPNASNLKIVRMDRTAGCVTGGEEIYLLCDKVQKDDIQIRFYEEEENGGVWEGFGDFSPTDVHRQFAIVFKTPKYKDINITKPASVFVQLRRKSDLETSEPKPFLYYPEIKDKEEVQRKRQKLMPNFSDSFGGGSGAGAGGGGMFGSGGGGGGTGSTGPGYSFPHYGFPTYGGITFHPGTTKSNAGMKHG
Calls only; i = inactive; + = active, no number. These rows are one share of the data; count on the stated rates, not on these rows.

smiles | NFkB SMM
C=CCN1Cc2ccccc2[C@@H]2OC(c3ccc(OCCCO)cc3)=N[C@]2(CCC(=O)OC(C)(C)C)C1=O | +
C[C@H](CO)N1C[C@H](C)[C@H](CN(C)S(=O)(=O)c2ccc(C#N)cc2)OCc2cnnn2CCCC1=O | i
COc1ccc(S(=O)(=O)Nc2ccc3c(c2)CC(=O)N([C@H](C)CO)C[C@H](C)[C@H](CN(C)S(=O)(=O)c2cn(C)cn2)O3)cc1 | i
COc1ccc(C2C(C(=O)c3cccs3)C(=O)C(=O)N2CCCN2CCOCC2)cc1 (centres undefined) | i
C[C@H](CO)N1C[C@H](C)[C@@H](CN(C)C(=O)Nc2ccccc2)Oc2ccc(NS(C)(=O)=O)cc2C1=O | i
NC(=O)C1CCCN(/[N+]([O-])=N/OCCBr)C1 (centres undefined) | i
Cc1noc(C)c1S(=O)(=O)N(C)C[C@@H]1OCCCC[C@H](C)Oc2ccc(NC(=O)NC(C)C)cc2C(=O)N([C@H](C)CO)C[C@H]1C | +
CCCC(O)/C(=C/C1=C(C(=O)CC(CC(=O)O)OC(N)=O)C(=O)c2cccc(O)c2C1=O)CC(C(=O)O)[N+](C)(C)C (centres undefined) | i
COc1ccc(-c2nnc(SCC(=O)Nc3ccc4cn[nH]c4c3)n2-c2ccc(Cl)cc2)cc1 | i
CC(C)NC(=O)N(C)C[C@@H]1Oc2ccc(NS(=O)(=O)c3cn(C)cn3)cc2CC(=O)N([C@H](C)CO)C[C@H]1C | i
COCCOC(=O)N1C(=O)[C@@]2(c3ccccc31)[C@H](c1ccc(O)cc1)N1[C@H](c3ccccc3)[C@H](c3ccccc3)OC(=O)[C@H]1[C@@H]2C(N)=O | i
Cc1noc(C)c1NC(=O)Nc1cccc2c1O[C@@H](CN(C)Cc1ccc(-c3ccccc3)cc1)[C@H](C)CN([C@@H](C)CO)C2=O | i
O=C1O[C@H](c2ccccc2)[C@H](c2ccccc2)N2[C@H]1[C@@H](C(=O)N1CCN(c3ncccn3)CC1)[C@]1(C(=O)Nc3ccccc31)[C@H]2c1ccc(OCCO)cc1 | i
C[C@@H]1CN([C@@H](C)CO)C(=O)Cc2cc(N(C)C)ccc2O[C@@H]1CN(C)S(=O)(=O)c1ccccc1 | i
C[C@@H]1CN([C@H](C)CO)C(=O)c2cccc(NC(=O)C3CCOCC3)c2O[C@H]1CN(C)C(=O)Nc1ccc(F)cc1 | i
C=CC[C@@]1(C(=O)N2CCOCC2)N=C(c2ccc(OCCCO)cc2)O[C@@H]1c1ccccc1 | i
Cc1noc(C)c1NC(=O)Nc1ccc2c(c1)CC(=O)N([C@@H](C)CO)C[C@H](C)[C@H](CN(C)S(=O)(=O)c1cccs1)O2 | i
C[C@@]12C[C@@H](c3ccoc3)OC(=O)[C@H]1CC[C@@]1(C)C(C(=O)O)=CCC[C@@H]21 | i
CC(C)NC(=O)Nc1ccc2c(c1)CC(=O)N([C@H](C)CO)C[C@H](C)[C@H](CN(C)C)O2 | i
Cc1ccc(S(=O)(=O)Nc2ccc3c(c2)CC(=O)N([C@@H](C)CO)C[C@@H](C)[C@H](CN(C)Cc2ccncc2)O3)cc1 | i
Cc1cccc(NC(=O)CSc2nc3ncnc(N)c3[nH]2)c1 | i
C[C@@H]1CN([C@H](C)CO)C(=O)c2cccc(NC(=O)c3ccncc3)c2O[C@@H]1CN(C)C(=O)Nc1ccccc1 | i
C[C@@H]1CN([C@H](C)CO)C(=O)c2cc(NC(=O)Nc3ccc4c(c3)OCO4)ccc2O[C@@H]1CN(C)Cc1ccc(C(F)(F)F)cc1 | i
C[C@@H]1CCCCO[C@@H](CN(C)S(=O)(=O)c2ccccc2)[C@@H](C)CN([C@@H](C)CO)C(=O)c2cc(NC(=O)c3ccccc3)ccc2O1 | i
COc1ccc(Cl)cc1NC(=S)NCCCN1CCCC1=O | i
OC(CSc1nc2ccccc2s1)CC(O)c1ccccc1 (centres undefined) | i
C[C@@H]1CN([C@H](C)CO)C(=O)Cc2cc(NC(=O)c3ccncc3)ccc2O[C@@H]1CN(C)C(=O)NC1CCCCC1 | i
C[C@H]1CCCCO[C@H](CN(C)C(=O)Cc2ccccc2)[C@@H](C)CN([C@@H](C)CO)C(=O)c2cc(NC(=O)Nc3ccc(F)cc3)ccc2O1 | i
COC(=O)[C@@H]1C[C@@]23C=CC[N+]4([O-])CC[C@@]5(c6ccccc6N[C@@]15C2C)[C@H]34 (some centres undefined) | i
C[C@@H]1O[C@@H](O[C@H]2[C@H](O[C@H]3CC[C@@]4(C)C(CC[C@]5(C)C4CC=C4C6CC(C)(C)CC[C@]6(C(=O)O[C@@H]6O[C@H](CO[C@@H]7O[C@H](CO)[C@@H](O[C@@H]8O[C@@H](C)[C@H](O)[C@@H](O)[C@H]8O)[C@H](O)[C@H]7O)[C@@H](O)[C@H](O)[C@H]6O)CC[C@]45C)C3(C)C)OC[C@H](O)[C@@H]2O)[C@H](O)[C@H](O)[C@H]1O (some centres undefined) | i
COc1ccc(NC(=O)Nc2ccc3c(c2)C(=O)N([C@H](C)CO)C[C@H](C)[C@@H](CN(C)Cc2ccc(C(=O)O)cc2)O3)cc1 | i
Cc1ccc(C(=O)NC2(C(F)(F)F)C(=O)N(Cc3ccccn3)C3=C2C(=O)CC(C)(C)C3)cc1 (centres undefined) | i
Cc1cc(C)cc(N(CC(=O)Nc2ccc(Br)c(Cl)c2)S(C)(=O)=O)c1 | i
CNC[C@@H]1OCCCC[C@H](C)Oc2ccc(NC(=O)NC(C)C)cc2C(=O)N([C@H](C)CO)C[C@H]1C | i
C[C@H]1CN([C@@H](C)CO)C(=O)c2cc(NC(=O)NC3CCCCC3)ccc2O[C@H]1CN(C)C(=O)Nc1cccc2ccccc12 | i
C[C@H](CO)N1C[C@H](C)[C@H](CN(C)C(=O)c2ccncc2)OCCCC[C@H](C)Oc2ccc(NS(=O)(=O)c3cccs3)cc2C1=O | i
C[C@@H]1CN([C@@H](C)CO)C(=O)c2cccc(NC(=O)c3ccncc3)c2O[C@H]1CN(C)S(=O)(=O)c1cccs1 | i
CCOc1ccccc1NC(=O)C1C2C=CC(C2)C1C(=O)O (centres undefined) | i

Among those listed so far, 8 have a halogen.
smiles | NFkB SMM
NC(=O)C1CCCN(/[N+]([O-])=N/OCCBr)C1 (centres undefined) | i
COc1ccc(-c2nnc(SCC(=O)Nc3ccc4cn[nH]c4c3)n2-c2ccc(Cl)cc2)cc1 | i
C[C@@H]1CN([C@H](C)CO)C(=O)c2cccc(NC(=O)C3CCOCC3)c2O[C@H]1CN(C)C(=O)Nc1ccc(F)cc1 | i
C[C@@H]1CN([C@H](C)CO)C(=O)c2cc(NC(=O)Nc3ccc4c(c3)OCO4)ccc2O[C@@H]1CN(C)Cc1ccc(C(F)(F)F)cc1 | i
COc1ccc(Cl)cc1NC(=S)NCCCN1CCCC1=O | i
C[C@H]1CCCCO[C@H](CN(C)C(=O)Cc2ccccc2)[C@@H](C)CN([C@@H](C)CO)C(=O)c2cc(NC(=O)Nc3ccc(F)cc3)ccc2O1 | i
Cc1ccc(C(=O)NC2(C(F)(F)F)C(=O)N(Cc3ccccn3)C3=C2C(=O)CC(C)(C)C3)cc1 (centres undefined) | i
Cc1cc(C)cc(N(CC(=O)Nc2ccc(Br)c(Cl)c2)S(C)(=O)=O)c1 | i
